GalR3 antagonist = antagonists of human GalR3; O60755; HEK293 GalR3-CNG cAMP membrane potential fluorescence; galR3 body fused to GalR1 C-terminus; inhibition, % at 3 µM; actives 0.44% (n = 360,000); AID 651719;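 active means inhibition above the screen-wide average plus 3 SD, cut at about 13% in these data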;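 further: forskolin and galanin both at EC90 stimulate the cells; cAMP rise reported by CNG channel membrane potential dye signal; 0% = forskolin plus galanin with DMSO and 100% = forskolin alone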
Target sequence (O60755 1-299 limits assumed): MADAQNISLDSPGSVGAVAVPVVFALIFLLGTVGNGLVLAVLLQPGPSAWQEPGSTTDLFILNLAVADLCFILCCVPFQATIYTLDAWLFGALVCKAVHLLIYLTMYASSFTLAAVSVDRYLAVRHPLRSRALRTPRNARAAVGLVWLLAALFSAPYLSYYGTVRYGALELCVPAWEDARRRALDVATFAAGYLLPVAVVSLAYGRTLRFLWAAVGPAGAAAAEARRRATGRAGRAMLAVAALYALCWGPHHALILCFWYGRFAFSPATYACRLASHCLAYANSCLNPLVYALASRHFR
CRFBP-R2 agonist = agonists of human CRF-binding protein/CRF-R2 receptor complex | actives 0.46% (n = 350,000) | HEK293 CRF-R2/CRF-BP, calcium dye fluorescence (FLIPR); percent of saturating CRF peptide response | activation, % at 13.2 µM | AID 588473;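 active means activation of at least 50%, plus an integration ratio under a set limit after plate pattern correction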;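 further: plate controls were neutral control wells without compound for no effect and CRF at EC100 for full effect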
MEKK3 PB1 HTS = modulators (inhibitors or enhancers) of MEK5 binding to human MEKK3 PB1 domain; binding response (% of control), % at 10 µM; actives 1.4% (n = 290,000); bead-based flow cytometry, Alexa488-MEK5 binding to MEKK3; actives lie on both sides; 0 = blocked by unlabeled MEK5, 100 = vehicle; AID 1529;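 active means binding response more than 3 SD above or below the average of its plate-row segment, actives on both sides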;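 further: Alexa488 bead fluorescence after subtracting the streptavidin-only scavenger bead signal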
Target sequence (Q99759 whole entry, looked up, the tested form may be a part): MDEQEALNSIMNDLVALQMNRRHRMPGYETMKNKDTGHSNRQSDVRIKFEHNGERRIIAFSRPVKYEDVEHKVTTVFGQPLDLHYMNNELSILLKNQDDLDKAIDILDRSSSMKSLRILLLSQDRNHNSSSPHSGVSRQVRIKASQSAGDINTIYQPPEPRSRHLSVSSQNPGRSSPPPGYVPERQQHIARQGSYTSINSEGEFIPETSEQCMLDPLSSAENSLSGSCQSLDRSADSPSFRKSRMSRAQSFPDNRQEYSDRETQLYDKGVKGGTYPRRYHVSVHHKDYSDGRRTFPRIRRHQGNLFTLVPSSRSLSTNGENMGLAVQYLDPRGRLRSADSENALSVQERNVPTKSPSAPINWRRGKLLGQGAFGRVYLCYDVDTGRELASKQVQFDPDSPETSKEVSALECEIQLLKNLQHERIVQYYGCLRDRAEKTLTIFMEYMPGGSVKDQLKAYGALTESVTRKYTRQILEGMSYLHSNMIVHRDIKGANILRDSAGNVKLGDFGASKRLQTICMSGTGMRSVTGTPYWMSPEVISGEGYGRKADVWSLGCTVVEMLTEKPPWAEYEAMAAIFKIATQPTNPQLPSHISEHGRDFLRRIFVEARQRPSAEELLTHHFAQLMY
IDE cell inh = cellular human IDE inhibition | P14735 | HEK cells, FAbetaB cleavage, fluorescence polarization | inhibition, % at 5.59 µM | actives 0.41% (n = 320,000) | AID 434962;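 active means percent inhibition above the average of all tested compounds plus 3 SD, set per screening campaign, cut at about 16% in these data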;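 further: IDE supplied by intact live HEK cells; FP after avidin binding of uncleaved biotin substrate so inhibition keeps polarization high; 0% = DMSO wells and 100% = 60 µM reference IDE inhibitor Ii1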
CHRM4 PAM = CHRM4 positive allosteric modulation. CHO-K1 hM4/Gqi5, Fluo-8 calcium fluorescence, ACh EC20; 0% = ACh EC20, 100% = maximal ACh. actives 0.4% (n = 360,000). AID 624126. activation, % at 3 µM;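 active means activation above its plate's cutoff, the mean activation of sample wells plus 3 SD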; further: some results filed as inactive read as strong as hits
p-CIP stab down = lowers stability of the mouse p/CIP coactivator protein. actives 0.01% (n = 290,000). decrease of EGFP signal, % at 10 µM. Q05BA5. F442A p/CIP-EGFP cells, EGFP fluorescence, 16 h;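 active means EGFP signal decrease of at least 30% at 10 µM or well 3 SD below plate mean, unless failing retest; inactive means the rest, including hits failing retest or dose response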; further: some compounds called inactive have numbers as strong as hits; many of its hits are not listed in these tables
CRFBP-R2 block = CRF-BP/CRF-R2 complex antagonism; HEK293 CRF-R2/CRF-BP, CRF-induced calcium fluorescence; inhibition, % at 11.8 µM; actives 0.59% (n = 350,000);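 active means inhibition of the ligand-induced calcium signal above about 50% at the single tested concentration, limit read from the data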
PHOSPHO1 block = inhibitors of human PHOSPHO1 phosphatase | Q8TCT1 | recombinant PHOSPHO1, absorbance phosphatase assay | inhibition, % at 13.3 µM | actives 1.1% (n = 290,000); in the data active means inhibition above about 60%
IDE act = IDE (human) activation, cell-based | HEK cells, FAbeta-B cleavage, fluorescence polarization; 0% vehicle, 100% cell-free pure enzyme wells | activation, % at 5.96 µM | actives 0.073% (n = 340,000) | AID 493087;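 active means activation above the mean of all tested compounds plus 3 SD, set per screening campaign, cut at about 17% in these data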
An asterisk follows results filed as active; nt = no result given.

SMILES | GalR3 antagonist | MEKK3 PB1 HTS | PHOSPHO1 block | CRFBP-R2 agonist | p-CIP stab down | IDE act | CRFBP-R2 block | CHRM4 PAM | IDE cell inh
NS(=O)(=O)c1ccc(NC(=O)COC(=O)CC2Sc3ccccc3NC2=O)cc1 (configuration not stated) | -6 | nt | nt | 1.4 | nt | 2 | -14 | 9 | 1
Cc1ccc(N=C2SCCCN2C(=O)C2=COCCO2)cc1Cl | -4 | nt | nt | 0.3 | nt | 7 | 16 | 2 | 2
COc1ccc(-n2c(=O)cc(N3CCN(c4ccccc4F)CC3)[nH]c2=O)cc1 | -3 | 102 | 2 | 1.4 | -3 | 0 | -6 | 3 | -2
N#C/C(=N\Nc1cccc(C(F)(F)F)c1)C(=O)c1ccsc1 | -3 | 90 | 21 | 35 | -34 | 9 | 44 | -12 | 0
CCOC(=O)c1cncc(O)c1 | -4 | 100 | 24 | -0.6 | -5 | 6 | 14 | -3 | -1
S=c1nc(-c2ccccc2)n(Cc2cccnc2)c2c1CCCC2 | nt | 99 | 12 | -4.0 | 0 | nt | 7 | nt | 4
Cc1sc(NC(=O)c2ccco2)c(CN2CCN(Cc3ccccc3)CC2)c1C | -6 | 59 | 24 | 3.2 | 15 | -6 | -42 | 1 | -3
CCOc1ccc(S(=O)(=O)Nc2nccs2)cc1 | nt | 95 | 9 | 1.4 | -2 | 2 | 24 | 7 | -1
COc1ccc(-c2cc(-c3ccccc3)nc(NN)n2)cc1OC | -8 | 106 | 40 | -2.2 | -18 | -3 | 7 | -5 | 7
CN1CCC(Oc2ccccc2Sc2ccccc2)CC1 | -11 | 96 | -10 | 3.4 | -1 | 8 | -40 | -43 | 1
COc1ccc(C(O)P(=O)(OC2CCCCC2)c2ccc(N(C)C)cc2)cc1OC (configuration not stated) | -4 | 105 | 7 | -0.1 | -1 | 0 | -12 | 7 | -3
CCN1C(=O)C(=O)N(CC(=O)N(C)CC(=O)Nc2ccccc2Cl)C1=O | -2 | nt | nt | -1.1 | nt | 3 | 6 | 11 | 2
O=C(CN1C(=O)NC(c2ccccc2)(c2ccccc2)C1=O)N1CCOCC1 | -5 | nt | nt | 0.7 | nt | 3 | 6 | 6 | 3
Cc1ccc(/C=N/NC(=O)c2csc3c2CCCC3)cc1 | -5 | 103 | 21 | 1.3 | -2 | 0 | -30 | 15 | 1
CNC(=O)N(O)C1N(C)C(=O)N(Cc2ccccc2)C1(C)C (configuration not stated) | 0 | 101 | 15 | 2.1 | -2 | -3 | -7 | 3 | -4
O=C(NCCc1cccc(Cl)c1)c1cccnc1 | 2 | 102 | -24 | -2.9 | -6 | -5 | 12 | -5 | -3
CCCn1c(SCC(=O)NNC(=O)c2ccc(C)cc2)nnc1C(C)C | -9 | 98 | 51 | -1.4 | -4 | 1 | 20 | 2 | 6
COc1ccc(OCC(=O)N2CCN(C(=O)Cc3ccccc3)CC2)cc1 | -6 | 96 | -10 | 1.4 | 2 | 6 | 18 | -5 | 0
CSc1nc2c(c(=O)[nH]c(=O)n2C)n1CCCc1ccccc1 | -8 | 104 | 6 | -0.3 | -6 | -1 | -13 | -4 | 6
Cc1ccc(S(=O)(=O)NCC(=O)OCC(=O)N2N=C(c3ccc(Cl)cc3)CC2c2ccco2)cc1C (configuration not stated) | -12 | 107 | 3 | 4.7 | 3 | -2 | -16 | 9 | 0
CCOc1ccccc1NC(=O)c1cnc2n(c1=O)CCS2 | -3 | 99 | 11 | 0.2 | -1 | -2 | -4 | 3 | 11
CCOc1ccccc1C(=O)N[C@H](C(=O)OCc1csc(CC(=O)Nc2ccc(C)cc2)n1)C(C)C | -6 | nt | nt | -3.2 | nt | 2 | 23 | -8 | 0
CCN1CCN(c2ccc(N=Cc3ccc(O)cc3O)cc2)CC1 | -4 | 95 | 37 | 19 | 5 | 0 | -13 | -4 | -1
Cc1ccc(S(=O)(=O)Nc2cc(S(=O)(=O)N3CCCCC3)ccc2N2CCOCC2)cc1 | 8 | 106 | 21 | -1.8 | -30 | 3 | 29 | -1 | 6
COc1ccc(Oc2nc(SC)nc3ccccc23)cc1 | -1 | 107 | 10 | 1.9 | -18 | -3 | 10 | -3 | 0
COc1ccc(N(CC(=O)NC2CCCC2)C(=O)Cn2nnc(-c3ccc(OC)c(OC)c3)n2)cc1 | 0 | 113 | 33 | 0.1 | 3 | 2 | 3 | 6 | 6
Cc1cccc(OCCNC(=O)CSc2ccc(C(F)(F)F)cc2[N+](=O)[O-])c1 | -4 | 133* | -17 | 2.6 | 8 | -4 | -14 | 2 | -2
CCOC(=O)CN1N=C(/C=C/c2ccc(OC)cc2)CCC1=O | -1 | 93 | 32 | -1.6 | -5 | 2 | -3 | 0 | 3
Cc1ccccc1NC(=O)c1ccco1 | -7 | 103 | 19 | -0.1 | 4 | 5 | 2 | -1 | 0
Cc1ccc2cc(C=O)c(N3CCOCC3)nc2c1C | -11 | 105 | -2 | -2.8 | 0 | 1 | 0 | -1 | 2

SMILES | GalR3 antagonist | MEKK3 PB1 HTS | PHOSPHO1 block | CRFBP-R2 agonist | p-CIP stab down | IDE act | CRFBP-R2 block | CHRM4 PAM | IDE cell inh
Cc1cc(C)cc(OCc2nnc(SCC(=O)c3ccccc3)o2)c1 | -6 | 96 | 26 | 0.3 | 14 | 2 | -21 | 10 | 1
c1cc(Nc2ncnc3sc4c(c23)CCC4)ccn1 | -2 | 103 | 46 | 1.3 | -3 | 8 | 1 | 0 | 0
CN(C)CCNC(=O)C(C(=O)c1ccccc1)n1ccccc1=O (configuration not stated) | -3 | 93 | -3 | 1.8 | -2 | 4 | -7 | -1 | 3
CCN(CC)S(=O)(=O)c1cc(NS(=O)(=O)c2cccc(Cl)c2Cl)ccc1C | -1 | 98 | -1 | -0.3 | -6 | 7 | -14 | 10 | 0
CC(C)(C)c1cc(C(=O)CCN2CCOCC2)cc(C(C)(C)C)c1O | -12 | 105 | 22 | -1.0 | 3 | 5 | 27 | -12 | 5
O=C1CCN(CCc2ccccc2)CCN1[C@H](COc1ccccc1)c1ccccc1 | 3 | 102 | -7 | -2.4 | -13 | 4 | 22 | -3 | -2
CCc1nc2oc(C(=O)c3ccccc3)c(N)c2c2c1COC(C)(C)C2 | -5 | 117 | 5 | -0.7 | 3 | 0 | -21 | 1 | 1
CC12CCC(=O)N1C(C(=O)Nc1ccc(F)c(F)c1F)CS2 (configuration not stated) | -3 | nt | nt | 1.4 | nt | 3 | 17 | 6 | 3
Cc1c(NC(=O)COC(=O)CCC(=O)c2ccc(Cl)cc2)c(=O)n(-c2ccccc2)n1C | -7 | 96 | 13 | -2.2 | -26 | -1 | -17 | -4 | 2
COc1ccccc1N1CCN(C2=CC(=O)CCC2)CC1 | -2 | 105 | 20 | -0.2 | -7 | 3 | 19 | -4 | -4
COc1ccc(OC)c(CN2CCN(S(=O)(=O)c3ccc(NC(C)=O)cc3)CC2)c1 | 0 | nt | 32 | -6.6 | -20 | 3 | 53* | -2 | 3
COc1ccc(OCC(=O)Nc2ccccc2C(=O)Nc2ccc(C(=O)O)cc2)cc1 | -2 | 100 | 20 | 2.4 | -5 | -3 | -1 | -4 | 0
CN1CCN(c2ccc(NC(=O)CSc3nnnn3-c3ccccc3F)cc2)CC1 | -7 | 95 | 12 | -0.3 | 3 | 8 | -23 | -1 | 2
CCOC(=O)c1cnc2c(C#N)c(C)nn2c1C | -1 | 99 | 16 | -3.3 | 9 | -1 | 2 | -4 | 2
COc1cccc(CN2CC(C(=O)N(C)CCc3ccccc3)CCC2=O)c1 (configuration not stated) | 0 | 102 | 44 | -0.5 | -1 | 4 | 8 | -2 | -6
COc1ccc(C(=O)c2c[nH]c(C(=O)NCc3ccco3)c2)cc1 | -5 | nt | 22 | 1.4 | -12 | 4 | 4 | 2 | -2
CC(C)CN(CCCNC(=O)CN1C(=O)COc2ccc(S(=O)(=O)N3CCC(C)CC3)cc21)CC(C)C | 2 | 103 | 8 | -0.3 | 4 | 7 | -12 | 8 | 6
COc1ccc(NC(=O)COC(=O)CCSc2ccccc2)cc1 | -5 | nt | nt | -4.7 | nt | 5 | -4 | 9 | -1
O=C(CC1SC(N2CCCCC2)=NC1=O)Nc1ccc(C(=O)NCc2ccccc2)cc1 (configuration not stated) | -1 | nt | nt | -0.8 | nt | 3 | 7 | 1 | -1
COc1ccc(/C=C(\NC(=O)c2ccccc2)C(=O)NCc2ccco2)cc1 | -8 | 102 | 49 | 0.5 | -6 | 3 | 4 | 4 | 3
CC(NC(=O)c1cc(COc2cccc(C(F)(F)F)c2)on1)c1nccs1 (configuration not stated) | 3 | 100 | 28 | -9.8 | -5 | 4 | -12 | 4 | 3
O=C(Nc1cccnc1)c1cc(-c2cccs2)on1 | -9 | 105 | -24 | -1.7 | 1 | -2 | -25 | -6 | 5
CC(=O)Nc1nc(NCc2ccccc2Cl)n(-c2ccccc2)n1 | -6 | 107 | 33 | -1.1 | -7 | 1 | 18 | 1 | 1
Cc1ccc(C(=O)Nc2ccc(C(=O)N3CCCCC3)cc2)cc1 | -5 | 105 | 43 | 0.3 | -3 | 2 | -9 | -3 | -1
CCOC(=O)N1CCN(C2CCCN(C(=O)c3cccc(N(C)C)c3)C2)CC1 (configuration not stated) | -6 | 98 | 19 | -2.9 | -5 | -2 | 7 | -1 | -2
Cc1sc(NC(=O)c2ccccc2)c(C(=O)NC(C)C)c1C | -2 | 101 | -5 | 0.8 | 5 | -2 | 2 | 1 | 1
CCC[N+](CC#CCO)(CC#Cc1ccccc1)CCC | -2 | 123 | 24 | 0.7 | -4 | -3 | 8 | 4 | -2
O=C(Cn1cc2c(n1)CCCCC2)N1CCc2ccccc21 | 3 | 99 | 14 | -1.2 | -4 | -1 | 1 | 5 | 1
CN(CC(=O)NCc1ccc(F)cc1)S(=O)(=O)c1ccc(Br)s1 | -4 | 101 | 16 | -0.6 | -18 | -2 | 72* | -1 | 0
O=C(COC(=O)Cc1ccsc1)NNC(=O)c1ccccc1 | -2 | nt | nt | -0.1 | nt | 5 | 6 | -5 | 2

As a working copy, 10 of the compounds above:
SMILES | GalR3 antagonist | MEKK3 PB1 HTS | PHOSPHO1 block | CRFBP-R2 agonist | p-CIP stab down | IDE act | CRFBP-R2 block | CHRM4 PAM | IDE cell inh
COc1cccc(CN2CC(C(=O)N(C)CCc3ccccc3)CCC2=O)c1 (configuration not stated) | 0 | 102 | 44 | -0.5 | -1 | 4 | 8 | -2 | -6
COc1ccc(C(=O)c2c[nH]c(C(=O)NCc3ccco3)c2)cc1 | -5 | nt | 22 | 1.4 | -12 | 4 | 4 | 2 | -2
CC(C)CN(CCCNC(=O)CN1C(=O)COc2ccc(S(=O)(=O)N3CCC(C)CC3)cc21)CC(C)C | 2 | 103 | 8 | -0.3 | 4 | 7 | -12 | 8 | 6
COc1ccc(NC(=O)COC(=O)CCSc2ccccc2)cc1 | -5 | nt | nt | -4.7 | nt | 5 | -4 | 9 | -1
O=C(CC1SC(N2CCCCC2)=NC1=O)Nc1ccc(C(=O)NCc2ccccc2)cc1 (configuration not stated) | -1 | nt | nt | -0.8 | nt | 3 | 7 | 1 | -1
COc1ccc(/C=C(\NC(=O)c2ccccc2)C(=O)NCc2ccco2)cc1 | -8 | 102 | 49 | 0.5 | -6 | 3 | 4 | 4 | 3
CC(NC(=O)c1cc(COc2cccc(C(F)(F)F)c2)on1)c1nccs1 (configuration not stated) | 3 | 100 | 28 | -9.8 | -5 | 4 | -12 | 4 | 3
O=C(Nc1cccnc1)c1cc(-c2cccs2)on1 | -9 | 105 | -24 | -1.7 | 1 | -2 | -25 | -6 | 5
CC(=O)Nc1nc(NCc2ccccc2Cl)n(-c2ccccc2)n1 | -6 | 107 | 33 | -1.1 | -7 | 1 | 18 | 1 | 1
Cc1ccc(C(=O)Nc2ccc(C(=O)N3CCCCC3)cc2)cc1 | -5 | 105 | 43 | 0.3 | -3 | 2 | -9 | -3 | -1

Rows are unselected (roughly 4.2% active in at least one column).
